# GDH-TPI inh: GDH-TPI coupling enzyme inhibitors, primary screen, artefact control for M. tuberculosis FBA inhibitor project, biochemical, absorbance, full deck; AID 588335, 2011; actives 1.2% (n = 360,000); inhibition, % at 4.8 µM; GDH-TPI coupled enzyme counterscreen, NADH absorbance;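 note: 0% = DMSO wells and 100% = wells lacking the enzyme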
# FBA Mtb inh: Mtb FBA enzyme inhibitors, primary screen, biochemical, fluorescence, strain H37Rv. AID 588726, 2011. purified M. tuberculosis FBA, fluorescence read-out. inhibition, % at 1 µM. actives 2.3% (n = 360,000); in the data active = inhibition above about 27%;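 note: 0% = vehicle and 100% = reference inhibitor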
# Target sequence (P9WQA3 whole entry, looked up): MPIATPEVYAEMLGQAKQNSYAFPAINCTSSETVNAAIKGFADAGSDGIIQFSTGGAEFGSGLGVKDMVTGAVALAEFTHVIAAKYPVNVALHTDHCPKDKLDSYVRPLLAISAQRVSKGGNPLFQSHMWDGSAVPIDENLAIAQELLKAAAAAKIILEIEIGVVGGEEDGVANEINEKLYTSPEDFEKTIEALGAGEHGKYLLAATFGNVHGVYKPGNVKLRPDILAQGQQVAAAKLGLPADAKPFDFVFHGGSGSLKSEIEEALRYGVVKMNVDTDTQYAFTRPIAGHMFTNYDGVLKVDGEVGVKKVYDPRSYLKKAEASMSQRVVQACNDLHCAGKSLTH
# Mtb BioA inh: M. tuberculosis BioA enzyme inhibitors, primary screen, biochemical, plate reader, single point, HTS; 7,8-diaminopelargonic acid synthase BioA (Mycobacterium tuberculosis); purified M. tuberculosis BioA enzyme; inhibition, % at 9.99 µM; actives 0.096% (n = 360,000); AID 602481, 2012; in the data active = inhibition above about 40%; inconclusive = no clear call, values can overlap the other calls
# BoNT-F LC inh: BoNT/F light chain protease inhibitors, primary screen, biochemical, flow cytometry, MLPCN library | AID 588497, 2011 | inhibition, % at 10 µM | Multiplex microsphere protease cleavage assay | Botulinum neurotoxin type F light chain protease (Clostridium botulinum) | actives 0.22% (n = 360,000); in the data active = inhibition above about 35%, passing the limit was not always enough; inconclusive = no clear call, values can overlap the other calls; note: plate controls were buffer without enzyme for full effect and enzyme alone for no effect
# Mtb UGM inh: M. tuberculosis UGM enzyme inhibitors, primary screen, biochemical, fluorescence polarization, single point | UDP-galactopyranose mutase (Mycobacterium tuberculosis (strain ATCC 25618 / H37Rv)), … | purified UGM, fluorescence polarization probe displacement | inhibition, % at 10 µM | actives 0.06% (n = 320,000) | AID 504406, 2011; in the data active = inhibition above about 10%, passing the limit was not always enough; inconclusive = no clear call, values can overlap the other calls
# CCHF vOTU inh: CCHFV vOTU protease inhibitors, primary screen, biochemical, Pep-AMC substrate, fluorescence | Crimean-Congo hemorrhagic fever virus L polyprotein viral ovarian tumor (vOTU) protease … | inhibition, % at 11.5 µM | actives 0.55% (n = 370,000) | AID 651958, 2012; note: 0% = vehicle wells with enzyme and 100% = no enzyme wells
# VHR inh abs: VHR1 phosphatase inhibitors, primary screen, biochemical, absorbance, uHTS; recombinant VHR phosphatase, pNPP absorbance; inhibition, % at 13.3 µM; actives 0.52% (n = 290,000); in the data active = inhibition above about 50%; note: some compounds called inactive have numbers as strong as hits
# Target sequence (P51452 whole entry, looked up): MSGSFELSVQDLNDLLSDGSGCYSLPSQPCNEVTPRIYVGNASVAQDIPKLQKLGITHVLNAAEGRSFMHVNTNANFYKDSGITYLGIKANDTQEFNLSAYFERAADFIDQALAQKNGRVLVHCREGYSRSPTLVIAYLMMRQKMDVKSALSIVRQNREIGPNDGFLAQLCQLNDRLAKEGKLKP
# Rv3671c inh: Rv3671c serine protease inhibitors, primary screen, biochemical, fluorescence polarization, M. tuberculosis H37Rv; P9WHR9; inhibition, % at 5.96 µM; actives 0.048% (n = 320,000); AID 2606, 2010; in the data active = inhibition above about 38%;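 note: extracellular domain of Rv3671c used as enzyme; 0% = enzyme with DMSO and 100% = no enzyme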
# Target sequence (P9WHR9 whole entry, looked up, the tested form may be a part): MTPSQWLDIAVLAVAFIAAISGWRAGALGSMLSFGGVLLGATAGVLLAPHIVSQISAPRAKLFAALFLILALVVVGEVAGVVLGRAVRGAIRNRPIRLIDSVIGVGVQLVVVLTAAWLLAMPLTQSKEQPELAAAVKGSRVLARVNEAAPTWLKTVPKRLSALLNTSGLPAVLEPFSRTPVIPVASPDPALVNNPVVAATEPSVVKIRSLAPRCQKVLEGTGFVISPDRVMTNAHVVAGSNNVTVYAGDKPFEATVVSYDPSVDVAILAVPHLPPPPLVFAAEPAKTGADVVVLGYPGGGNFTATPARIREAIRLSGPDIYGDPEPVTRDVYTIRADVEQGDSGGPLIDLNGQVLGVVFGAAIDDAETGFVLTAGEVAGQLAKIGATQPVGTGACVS
# FadD28 binding: inhibitors of FadD28 bisubstrate probe binding, primary screen, biochemical, fluorescence polarization, single point; Mycobacterium tuberculosis FadD28 fatty-acid-AMP ligase; inhibition, % at 12.5 µM; actives 0.22% (n = 360,000); in the data active = inhibition above about 8.5%, passing the limit was not always enough; inconclusive = no clear call, values can overlap the other calls
# MazF activator: activators of E. coli MazEF toxin-antitoxin RNase, primary screen, biochemical, fluorescence, uHTS | FAM/BHQ RNA-DNA oligo cleavage fluorescence, 5 h | actives 0.32% (n = 350,000) | Endoribonuclease toxin MazF (Escherichia coli (strain K12)), P0AE70 | activation, % at 20 µM; in the data active = activation above about 50%
# Target sequence (P0AE70 whole entry, looked up): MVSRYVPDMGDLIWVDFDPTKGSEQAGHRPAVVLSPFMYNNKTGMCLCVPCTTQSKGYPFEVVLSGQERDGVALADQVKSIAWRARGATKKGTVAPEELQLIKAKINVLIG
# Starred values were filed as active, the others as inactive; ? = inconclusive; . = no result given. Cut-off read from the data, not from the text of the source, unless noted: active = inhibition above about 30%; inactive = the rest.
SMILES,GDH-TPI inh,FBA Mtb inh,Mtb BioA inh,BoNT-F LC inh,Mtb UGM inh,CCHF vOTU inh,VHR inh abs,Rv3671c inh,FadD28 binding,MazF activator
CC(C)c1ccc(NC(=O)Cn2nnc(C(=O)NCc3ccco3)c2N)cc1,8,-3,-1.3,1,0.4,11,-37,3,0.3,-2
N#CC[N+]1(CCCNP2(=O)C=C(c3ccccc3)OC(c3ccccc3)=C2)CCOCC1,4,2,.,-6,0.4,-9,29,0,-1.8,-19
FC(F)(F)c1ccc(CNCCc2c[nH]c3ccccc23)cc1,3,1,0.5,.,-1.2,2,9,7,-1.7,9
COC(=O)[C@]1(C)N[C@H](CN(C)C(=O)C2CCCCC2)[C@@H]2C(=O)N(Cc3ccccc3)C(=O)[C@@H]21,-3,-1,1.4,-7,.,-10,.,4,-2.1,5
CS(=O)(=O)c1ccc(Cl)c(NC(=O)C2CC(=O)N(c3ccc4c(c3)OCCO4)C2)c1 (centres undefined),-6,3,-4.8,-8,2.5,9,2,0,0.9,-8
Nc1ncnc2c1ncn2[C@@H]1O[C@H](C(=O)NS(=O)(=O)c2cccc(F)c2)[C@@H](O)[C@H]1O,.,0,-1.2,-8,.,11,.,.,-3.1,.
COc1cc(OC)c(NC(=O)CN(C)S(=O)(=O)c2ccc(-c3ccc(=O)[nH]n3)s2)cc1Cl,10,0,-1.5,4,-3.7,18,35,-38,-3.0,5
O=S(=O)(CCN1CCOCC1)c1ccccc1,-2,1,-1.1,-25,0.4,-3,-2,.,-0.1,0
C/C(=N\Nc1cccc(C(=O)O)c1)c1ccc2c(c1)Nc1ccccc1S2,7,1,14,-3,-8.4,.,18,-2,14*,3
N#Cc1cc2c([nH]c1=S)CCCC2,2,2,.,2,0.7,-9,-11,-8,-2.1,9
CC(NC(=O)/C(=C/c1ccc(OC(F)F)cc1)c1ccccc1)c1ccccc1 (centres undefined),7,1,.,5,-4.1,12,5,-10,-0.8,-3
Cc1c(NC(=O)CSc2nnnn2C)c(=O)n(-c2ccccc2)n1C,6,4,0.9,-2,-1.7,1,26,1,-0.9,3
N#C/C(=C\c1ccccc1O)C(=O)Nc1cccnc1,-7,-3,1.6,0,3.9,1,-19,6,0.2,12
O=C(c1ccccn1)N1CCCC(N2CCN(c3cccc(C(F)(F)F)c3)CC2)C1 (centres undefined),3,1,-4.3,-4,0.4,4,6,6,0.5,-5
CC(C)N1C(=O)S/C(=C/c2ccc3c(c2)n(C)c(=O)n3C)C1=O,5,2,-2.3,-8,1.2,-3,27,-8,-2.4,24
Cc1cc(C)c(C#N)c(Nc2ccccc2Cl)n1,-8,3,-0.3,-3,-0.7,6,6,2,-1.7,9
COC(=O)C1=C(c2c(C)noc2C)C[C@@H]2CC[C@H]1N2C(=O)NCc1ccc(F)cc1,-11,2,-0.2,-8,-1.3,0,.,10,-2.3,-5
Cc1cc(S(=O)(=O)N2CCCC2)ccc1OCC(=O)Nc1ccccc1,-16,3,0.1,6,1.5,-17,-9,3,3.3,4
C=CCNc1nc(NCc2ccco2)nc(OCC)n1,-1,0,-0.6,-17,1.9,6,-1,-3,-1.4,0
COc1cccc(CNC(=O)COC(=O)c2c(NC(C)=O)sc(C)c2C)c1,12,5,-1.6,1,1.8,8,.,-2,-1.5,-31
COc1ccc(N2CCN(Cc3cc(=O)oc4cc5c(cc34)CCCC5)CC2)cc1,0,-2,2.8,?,0.4,5,26,-3,-2.6,-2
CC1CCc2sc(C(=O)NN=C3CCC(c4ccccc4)CC3)cc2C1 (centres undefined),4,1,.,0,0.3,6,14,4,-3.4,-3
CCOC(=O)N1CCN(C(=O)c2cc(S(=O)(=O)N3CCc4ccccc43)ccc2OC)CC1,0,-2,.,0,-2.2,0,.,5,-1.8,2
CCN(CC(=O)Nc1ccccc1-c1ccccc1)Cc1nc2ccccc2c(=O)[nH]1,-9,4,.,0,2.2,-11,24,3,-1.0,-4
Cc1cc(-c2nnc3n2N=C(c2ccccc2Br)CS3)n[nH]1,12,-3,.,?,-2.7,-5,4,-5,-0.3,0
COc1ccc(CNC(=O)CC[C@H]2O[C@@H](n3cnc4c(NC(=O)c5ccccc5)ncnc43)[C@H](O)[C@@H]2O)cc1,.,6,2.0,4,.,0,.,.,-0.2,.
O=C(O)c1ccc(CN2C[C@@H](CO)O[C@@H](n3cnc4c(N5CCOCC5)ncnc43)C2)cc1,2,0,-1.3,-3,.,15,.,.,-0.2,.
O=C(c1ccc(N2CCOCC2)cc1)N1CCCC(Nc2ccccc2)C1 (centres undefined),0,-1,-0.9,4,-2.3,8,-26,5,0.1,1
OC(CNCC1CCCCC1)COc1ccccc1 (centres undefined),0,-2,-1.3,-15,-0.1,1,51*,-14,-3.4,7
O=C1N[C@@H](Cc2ccccc2)C(=O)N2[C@@H]3N(S(=O)(=O)c4ccc(F)cc4)c4ccccc4[C@]3(Br)C[C@@H]12,17,-2,0.1,-6,-4.1,5,.,-10,-5.9,6

# Complete entries from above. Screens in order: GDH-TPI inh | FBA Mtb inh | Mtb BioA inh | BoNT-F LC inh | Mtb UGM inh | CCHF vOTU inh | VHR inh abs | Rv3671c inh | FadD28 binding | MazF activator
# Profile of `Cc1cc(-c2nnc3n2N=C(c2ccccc2Br)CS3)n[nH]1` = 12 | -3 | . | ? | -2.7 | -5 | 4 | -5 | -0.3 | 0
# Profile of `CCOC(=O)N1CCN(C(=O)c2cc(S(=O)(=O)N3CCc4ccccc43)ccc2OC)CC1` = 0 | -2 | . | 0 | -2.2 | 0 | . | 5 | -1.8 | 2
# Profile of `COc1ccc(N2CCN(Cc3cc(=O)oc4cc5c(cc34)CCCC5)CC2)cc1` = 0 | -2 | 2.8 | ? | 0.4 | 5 | 26 | -3 | -2.6 | -2
# Profile of `OC(CNCC1CCCCC1)COc1ccccc1` (centres undefined) = 0 | -2 | -1.3 | -15 | -0.1 | 1 | 51* | -14 | -3.4 | 7
# Profile of `COc1ccc(CNC(=O)CC[C@H]2O[C@@H](n3cnc4c(NC(=O)c5ccccc5)ncnc43)[C@H](O)[C@@H]2O)cc1` = . | 6 | 2.0 | 4 | . | 0 | . | . | -0.2 | .

# Remaining list, next part:
SMILES,GDH-TPI inh,FBA Mtb inh,Mtb BioA inh,BoNT-F LC inh,Mtb UGM inh,CCHF vOTU inh,VHR inh abs,Rv3671c inh,FadD28 binding,MazF activator
COCCNc1nnc(SCC(=O)Nc2cc(C)on2)s1,4,-1,-0.5,-5,1.1,-2,.,2,-3.5,-1
CCOc1ccccc1-c1cncc(NC)n1,17,74*,-0.1,-5,.,-98,.,.,-0.5,.
Cc1cc(Br)c(NC(=O)CN2CCCC2)c(Br)c1,-5,2,-1.0,27,.,12,39,.,-0.3,6
CCN1C(=O)CC(NNC(=O)c2ccccc2)C1=O (centres undefined),5,-3,.,.,0.1,-8,-6,4,-0.4,2
Nc1c(C(=O)NCCc2ccccc2)sc2nc(N3CCOCC3)c3c(c12)CCCC3,16,82*,-0.8,1,-0.4,-37,12,2,2.1,-29
CCOc1ccc(C(=O)CCC(=O)N(CC)CC(=O)Nc2c(F)cccc2F)cc1,-17,-3,-0.7,11,1.0,7,.,-8,-3.5,-5
CC1CCN(C(=O)CC2C(=O)Nc3c2c(=O)n(C)c(=O)n3Cc2ccccc2)CC1 (centres undefined),0,0,-0.8,-3,-1.5,0,1,9,-0.5,5
O=[N+]([O-])c1cccnc1NCCc1ccccc1,-2,0,0.1,-1,5.0,7,-4,4,-3.5,-3
CSCCC(NC(=O)c1ccccc1Cl)C(=O)N1CCC1 (centres undefined),0,-1,.,-3,0.4,-3,.,6,-4.0,-4
O=C(/C=C/c1ccc(Br)cc1)NC(=S)N1C[C@H]2C[C@H](C1)c1cccc(=O)n1C2,8,2,0.7,-12,0.0,2,20,-1,-1.0,9
COc1ccc(O)c(C(=O)c2cnc3onc(C(C)C)c3c2)c1,6,2,4.5,4,3.0,4,22,4,0.0,7
CCCCN1CC(COCc2ccccc2)Oc2cccc(OCc3ccc(OC)cc3)c2S1(=O)=O (centres undefined),1,-2,-2.5,-11,.,21,.,.,-3.8,4
COc1cccc(C(=O)NC2CCN(CC(=O)NCc3ccccc3F)CC2)c1,-4,1,.,-21,1.6,1,6,2,.,13
CCCCCCOC(=O)C(C#N)c1nc2ccccc2nc1N1CCOCC1 (centres undefined),-12,0,-1.9,1,1.2,2,16,1,-7.4,22
COc1ccc(C(=O)n2nc(-c3ccco3)nc2SC)cc1OC,14,1,1.3,11,3.2,-4,-5,5,0.1,109*
CCC(C(=O)Nc1ccc(S(=O)(=O)N2CCN(C)CC2)cc1)c1ccccc1 (centres undefined),4,0,1.3,-3,-0.6,-10,18,2,-1.1,1
CCCOc1ccc(C(C(=O)OCCN(CC)CC)c2ccccc2)cc1 (centres undefined),-3,11,.,3,4.4,12,-6,6,-1.7,-2
O=C(C[C@@H]1C/C=C\CCC(=O)OC[C@@H]2CCCN2C1=O)NCCO,12,3,-3.0,-3,-2.3,-4,.,-1,-2.1,-1
COc1ccc(C(=O)NC(=S)NCc2ccccc2)cc1,16,-2,.,-2,4.6,7,7,-21,-0.4,3
COc1ccc(-c2nc3c4c(ncn3n2)-c2ccccc2CC42CCCC2)cc1,5,-1,-1.0,2,4.9,-7,-3,-8,-0.7,3
O=C(O)c1ccc(S(=O)(=O)N2CCC(n3nnc4cc(C(F)(F)F)ccc43)CC2)cc1,2,0,0.3,-2,2.0,2,-9,1,.,13
Cc1coc2cc3oc(=O)c(CCC(=O)N4CCC(C(=O)O)(c5ccccc5)CC4)c(C)c3cc12,20,14,0.1,-11,2.7,-7,-15,0,0.1,-1
CN(C)N=Nc1ccc(S(=O)(=O)N2CCSC2C(=O)O)cc1 (centres undefined),24,-1,.,-10,3.0,-3,.,1,-2.2,2
Cc1ccc(NC(=O)CS(=O)CC(=O)Nc2ccc(N3CCOCC3)cc2)cc1Cl (centres undefined),6,-2,-1.5,-2,0.8,7,40,-14,0.6,-4
O=C(Nc1nc(-c2ccccn2)cs1)c1ccc(-c2ccccc2F)o1,22,4,-0.9,-2,2.8,14,.,-22,-12,-8
O=C1CCCCN1CC(=O)N1CCCC(N2CCN(c3ccccc3F)CC2)C1 (centres undefined),5,1,-0.8,-4,-0.1,10,6,-4,-2.8,3
O=C1N[C@@H](Cc2ccccc2)COC(=O)[C@@H](Cc2ccc(F)cc2)CC/C=C/C[C@H]1CC(=O)N(CCO)Cc1ccccc1,-3,-1,-0.8,-14,-0.7,10,.,-3,-4.7,-6
NC(=O)CSc1nnc(-c2ccc(S(=O)(=O)N3CCCC3)cc2)o1,-10,3,0.0,3,0.9,-16,9,-1,-3.3,3
CCOC(=O)c1c(-c2ccc(C)o2)csc1NC(=S)NC(=O)c1cccs1,3,3,-0.2,-7,4.8,-5,6,-89,-3.4,1
O=C(Nc1ccon1)c1ccc(F)c(S(=O)(=O)N2CCCCC2)c1,-1,1,-0.7,-9,2.9,5,-12,-2,-2.3,-4
COc1ccc(NS(=O)(=O)c2ccc(C)c(NC(=O)c3ccc(C)c(S(=O)(=O)N4CCOCC4)c3)c2)cc1,5,2,-1.3,3,1.7,13,11,-22,-0.4,3
COc1ccc(C)cc1NC(=O)CSc1nnc2ccc(-c3ccncc3)nn12,-12,-1,17,-3,-0.9,1,.,-1,-3.7,-1

# Screening results (PubChem BioAssay)
